EP2 modulator = EP2 receptor (human) modulation; P43116; EP2-expressing cells, cAMP HTRF FRET, PGE2 co-stimulation; induction, % at 25 µM; hit rate 0.83% among 260,000; AID 940;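 active = compounds whose cAMP rise, as percent of the full-agonist control response, exceeds 60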;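 note: rat C6 glioma line stably carrying human EP2 under a CMV promoter; the protocol text gives 20 µM as final concentration; 100% = response of wells given 1 µM PGE2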
Target sequence (P43116 whole entry, looked up): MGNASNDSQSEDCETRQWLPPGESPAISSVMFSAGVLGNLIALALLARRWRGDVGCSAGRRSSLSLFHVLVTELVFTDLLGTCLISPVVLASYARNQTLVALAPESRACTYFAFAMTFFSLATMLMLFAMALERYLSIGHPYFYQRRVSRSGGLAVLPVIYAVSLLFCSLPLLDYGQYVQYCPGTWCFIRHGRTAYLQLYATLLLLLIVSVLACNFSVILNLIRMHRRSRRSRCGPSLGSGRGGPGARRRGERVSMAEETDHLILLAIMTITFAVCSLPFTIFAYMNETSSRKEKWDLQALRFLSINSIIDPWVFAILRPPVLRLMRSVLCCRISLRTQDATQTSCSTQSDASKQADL
Runt-CBFb FRET = blocks binding of human RUNX1 Runt domain to CBFb. Q01196+Q13951. Cerulean-Runt/Venus-CBFb FRET ratio 530/480, 1 h. inhibition, % at 20 µM. hit rate 0.46% among 220,000;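 active = inhibition over about 50% at 20 µM in the single-dose screen, limit read from the data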;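 note: 0% = DMSO wells and 100% = excess unlabeled CBFb competitor control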
Target sequence (Q01196 whole entry, looked up, the tested form may be a part): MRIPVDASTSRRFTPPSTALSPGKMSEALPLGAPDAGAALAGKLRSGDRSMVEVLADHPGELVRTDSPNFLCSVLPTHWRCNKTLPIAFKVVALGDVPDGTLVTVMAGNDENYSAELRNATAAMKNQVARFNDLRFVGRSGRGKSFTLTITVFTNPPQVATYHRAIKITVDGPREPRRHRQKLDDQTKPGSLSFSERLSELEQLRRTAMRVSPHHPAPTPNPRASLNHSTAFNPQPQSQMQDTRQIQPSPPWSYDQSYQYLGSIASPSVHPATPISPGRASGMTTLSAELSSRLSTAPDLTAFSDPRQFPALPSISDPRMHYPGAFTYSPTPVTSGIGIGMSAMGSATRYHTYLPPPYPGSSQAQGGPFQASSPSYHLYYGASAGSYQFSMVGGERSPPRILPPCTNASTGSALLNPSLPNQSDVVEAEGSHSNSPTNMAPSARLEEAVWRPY
Target sequence (Q13951 whole entry, looked up, the tested form may be a part): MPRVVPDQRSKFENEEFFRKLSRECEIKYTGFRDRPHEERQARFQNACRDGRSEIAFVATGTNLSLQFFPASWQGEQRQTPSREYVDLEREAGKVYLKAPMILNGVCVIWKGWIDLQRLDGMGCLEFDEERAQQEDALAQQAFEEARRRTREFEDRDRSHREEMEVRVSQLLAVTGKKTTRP
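Assay system: Cerulean-tagged RUNX1 Runt domain (FRET donor) fusion protein / Amount: 100 nM each of Venus-CBFb and Cerulean-Runt domain / Medium: Tris buffer pH 7.5 with salts and BSA / Also added: Venus-CBFb 100 nM / Schedule: 1 h complex formation plus 1 h compound treatment, room temperature / Signal: FRET fluorescence / Read-out: loss of energy transfer signal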
RBBP9 inh = human RBBP9 hydrolase inhibition; hit rate 0.2% among 220,000; AID 1515; O75884; inhibition, % at 7.94 µM; recombinant RBBP9, FP-Rh probe fluorescence polarization;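 active = inhibition above the campaign mean of all tested compounds plus 3 SD, cut at about 14% in these data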;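 note: plate controls were DMSO wells with RBBP9 for no effect and wells lacking RBBP9 protein for full effect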
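System: RBBP9 protein / Buffer or medium: Tris/NaCl buffer pH 8.0 with 0.1% Pluronic / Probe or stimulus: Serine-hydrolase probe FP-Rh, 375 nM pre-mixing / Dosing: 7.94 µM single dose, 0.794% DMSO / Times: enzyme-compound preincubation 30 min, then probe labeling 45 min, 25 °C / Technique: fluorescence polarization (mP), excitation 525 nm, emission 598 nm / Replication: singlicate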
PERK inh = blocks human PERK kinase. hit rate 0.17% among 220,000. inhibition, % at 5.6 µM. CHO PERK-DD fusion, SEAP luminescence translation reporter. AID 1416;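 active = inhibition above the mean inhibition of all tested compounds plus 3 SD, set separately per screening campaign, cut at about 2.9% in these data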;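 note: PERK kinase domain activated by AP20187 dimerizer at 100 nM; 0% = DMSO with dimerizer and 100% = rapamycin at 8.4 µM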
Hck-Nef inh = human Hck-Nef kinase inhibition; hit rate 0.68% among 220,000; AID 463187; inhibition, % at 20 µM; P08631; Recombinant Hck-YEEI plus Nef, Z-Lyte FRET kinase assay;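 active = Hck-Nef kinase inhibition above about 50%, limit read from the data; inactive = inhibition below that limit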;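 note: 0% = DMSO with Hck plus Nef and 100% = Hck alone without Nef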
TNF necrop inh = inhibitors of TNF-alpha induced necroptosis in Jurkat FADD-/- cells | activation (protection from cell death), % at 10 µM | Jurkat FADD-/- TNF necroptosis rescue, ATP luminescence, 24 h; 0 = TNF only, 100 = no-TNF cells | hit rate 0.068% among 220,000;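 active = activation, meaning protection from cell death, of at least 50% relative to plate controls; inactive = activation below 50%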;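 note: necroptosis triggered by 40 ng/mL TNF-alpha added together with compound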
EP2 antag = inhibitors of human EP2 prostaglandin E2 receptor; P43116; C6 glioma cells expressing human EP2, cAMP TR-FRET; cells stimulated with saturating PGE2; inhibition, % at 25 µM; hit rate 0.52% among 260,000;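 active = percent inhibition above 40 after rounding to a whole number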;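 note: rat C6 glioma host cells with rolipram phosphodiesterase inhibitor present; the protocol text gives 20 µM as final concentration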
Runt-SMMHC FRET = blocks binding of human RUNX1 Runt domain to CBFb-SMMHC; Q01196+Q13951; Cerulean-Runt/Venus-CBFb-SMMHC FRET ratio 530/480, 1 h; inhibition, % at 20 µM; hit rate 0.74% among 220,000;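 active = mean inhibition across duplicate retests at 20 µM reaching about 50%, limit read from the data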;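 note: 0% = DMSO wells and 100% = wells with excess untagged CBFb-SMMHC; inhibitors lower the FRET ratio by blocking Runt binding to CBFb-SMMHC; some results filed as inactive read as strong as hits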
zVAD death inh = L929 zVAD cell death inhibition; L929 zVAD necroptosis rescue, ATP luminescence, 24 h; with zVAD 60 µM; AID 1377; viability rescue, % at 10 µM; hit rate 0.38% among 220,000;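 active = activation, scaled between plate controls, above about 75%, limit read from the data; inactive = activation under that limit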;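 note: 0% = zVAD with DMSO and 100% = DMSO alone without zVAD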
Numbers without * were called inactive; . = not tested or not shown.

Order of results – EP2 modulator | Runt-CBFb FRET | RBBP9 inh | PERK inh | Hck-Nef inh | TNF necrop inh | EP2 antag | Runt-SMMHC FRET | zVAD death inh
Cc1cc(NC(=O)C23CCC(C)(c4nc5cc(Cl)c(Cl)cc5nc42)C3(C)C)no1 (stereo not drawn)
 : . | . | -7 | 0.8 | 8 | -1.8 | . | . | -1.1
COC(=O)c1cn(C(=O)c2ccccc2F)nc1N
 : 3 | 0 | -7 | -0.5 | -1 | -0.2 | 6 | -4 | 1.2
CC(C)(CNC(=O)C1CCCC1)CNC(=O)C1CCCC1
 : 36 | -1 | 2 | 0.7 | -1 | 0.3 | 8 | 1 | 0.4
O=[N+]([O-])c1ccc(Cc2nnc(-c3ccc(F)cc3)o2)cc1
 : -25 | -3 | -4 | 1.1 | 2 | -1.0 | 10 | 2 | -0.4
Cn1cccc1/C=N/NC(=O)c1sc2cc(Cl)ccc2c1Cl
 : -12 | -10 | 3 | 1.1 | 5 | 1.1 | 5 | -29 | 1.6
CC(=O)c1cccc(NC(=O)c2ccncc2)c1
 : 16 | -2 | -2 | 0.6 | -1 | -0.9 | 2 | -4 | 1.7
O=C(N/N=C/c1ccc(F)c(F)c1)c1cc2c(s1)-c1ccccc1CC2
 : 34 | -2 | 0 | 0.2 | 3 | -1.9 | 7 | 5 | 0.6
COc1ccc(NCc2nn(CC(=O)c3ccc(Br)cc3)c3[n+]2CCCCC3)cc1
 : 5 | -1 | -2 | 0.9 | 24 | 1.0 | 11 | 1 | 0.7
O=C(Nc1cccc2c1CCCC2)c1ccc(Cl)c([N+](=O)[O-])c1
 : -88 | 2 | -8 | 0.4 | 3 | 1.5 | 14 | 5 | 0.8
CCOC(=O)C1CCN(C(=O)c2ccc(Oc3cc(Cl)cc(Cl)c3)o2)CC1
 : 13 | -4 | 6 | -0.4 | 18 | 1.1 | 11 | -1 | -0.1
COc1ccc(/C=N/NC(=O)c2ccncc2)cc1CN1CCN(c2ccc(F)cc2)CC1
 : -22 | -4 | -6 | 0.1 | 22 | 2.9 | 6 | -1 | 2.5
CSCCC(NS(=O)(=O)c1ccc(Cl)cc1)C(=O)OCC(=O)N1CCOCC1 (stereo not drawn)
 : 13 | . | -1 | 0.6 | 2 | -1.9 | 6 | . | -0.2
COc1ccc(S(=O)(=O)N(CCc2ccccc2)CC(=O)O)cc1
 : 16 | 0 | -4 | 0.3 | -2 | -0.5 | 5 | 0 | 0.8
O=[N+]([O-])/C=C\c1ccc(N2CCCC2)c(F)c1
 : -89 | -26 | -2 | 0.0 | 23 | -4.3 | 35 | -70 | -0.5
CCCCN(CC(=O)NCCOC)C(=O)Cn1nnc2ccccc21
 : -2 | -2 | -2 | 2.3 | -26 | 0.7 | 7 | -3 | -0.5
O=C(Nc1ccccc1OC(F)F)c1oc2ccccc2c1COc1ccccc1
 : 46 | -1 | -5 | 1.1 | 1 | 2.3 | 6 | -7 | -0.6
CCCCCOC(=O)CSc1nc2c(c(=O)[nH]c(=O)n2C)n1Cc1ccc(Cl)cc1
 : 44 | 3 | -5 | 0.9 | 21 | -0.6 | 8 | -3 | 0.8
NC(=O)c1ccccc1OC1CCC1
 : 9 | 0 | -7 | 1.8 | 16 | 2.6 | 5 | 1 | 0.1
COc1cc(C)ccc1OCCOCCOc1ccc(C)cc1[N+](=O)[O-]
 : -63 | -4 | -1 | 0.0 | 2 | 0.1 | 3 | 1 | 0.7
C=CCN=C1NN=C(c2cc(C)n(CCOC)c2C)CS1
 : -21 | 3 | 0 | 0.5 | 7 | 2.5 | 6 | 1 | -0.1
CC(C)(O)c1cc(=O)sc2nc3ccccc3n12
 : 20 | -2 | -4 | -1.1 | -3 | -0.2 | 5 | 2 | 0.0
COc1cc(Cl)c(S(=O)(=O)NCc2cccnc2)cc1Cl
 : 25 | 0 | -1 | -0.1 | 4 | -0.4 | 3 | -4 | 1.7
CN(CP(=O)(O)CN(C)S(C)(=O)=O)S(C)(=O)=O
 : 7 | -1 | -6 | 2.4 | 0 | 0.9 | 6 | 3 | 0.0
CC(C)NC(=O)NC(=O)CSc1ccccc1F
 : 9 | 1 | -1 | 0.9 | -2 | 11 | 8 | 2 | 1.8
COC(=O)c1cc2sc(Cl)cc2n1CC(=O)Nc1ccc(OC)c(OC)c1OC
 : -18 | . | -8 | -1.0 | -1 | 0.5 | 10 | 1 | 1.8
N#C/C(=C\c1ccc(N2CCOCC2)o1)C(=O)NCCc1ccccc1
 : -51 | 14 | -5 | -0.4 | 11 | -0.4 | 3 | 94* | 0.7
O=[N+]([O-])c1ccc(/C=C/C2=NN(c3ccccc3)C(c3ccco3)C2)o1 (stereo not drawn)
 : 8 | -14 | -33 | 1.1 | 4 | -4.7 | 13 | -49 | 0.8
CCCc1ccc(C(=O)NNC(=O)c2ccc(Br)cc2)cc1
 : 14 | 0 | -2 | 0.0 | 8 | 1.7 | 12 | 1 | -0.2
COc1ccccc1NC(=O)Cn1cnc2sc(C(=O)NCc3ccco3)c(C)c2c1=O
 : -34 | 0 | -5 | -1.3 | -21 | 0.9 | 2 | -3 | 0.1
Nc1c(-c2ccccc2)c(CN2CCOCC2)nn1-c1cccc([N+](=O)[O-])c1
 : 14 | -1 | 7 | 0.5 | -10 | 0.7 | 8 | -2 | 2.2
O=C(CC1S/C(=N/N=C/C=C/c2ccccc2)NC1=O)Nc1ccc(Cl)c(Cl)c1 (stereo not drawn)
 : 4 | 2 | 1 | 0.8 | 2 | 2.0 | 9 | 0 | 0.3
COC(=O)c1[nH]c2ccccc2c1NC(=O)c1c(F)cccc1F
 : -62 | -1 | -9 | -0.5 | 6 | -1.1 | 25 | -2 | 0.3
COc1ccccc1Nc1ncccc1C(=O)O
 : 39 | . | -11 | 0.9 | 0 | -4.5 | 8 | . | -0.2
CCNc1nc(NCC)nc(Oc2ccc(C(=O)OC)cc2)n1
 : -4 | -1 | -6 | -0.3 | 19 | 0.4 | 12 | 0 | 1.3
CCOC(=O)Cc1cc(=O)n2[nH]c(-c3ccc(C)cc3)cc2n1
 : -2 | 9 | -1 | -0.2 | 3 | -0.6 | 7 | -2 | 0.3
Oc1cccc(-c2nc3ccccc3s2)c1
 : -16 | -2 | -8 | 1.4 | -1 | -1.7 | . | 0 | -0.3
Cc1cc(C)c2cc(C#N)c(SCC(=O)NCc3ccco3)nc2c1
 : 9 | 17 | -5 | 1.3 | 2 | -10 | . | 8 | -0.5
Cn1c(CNC(=O)c2cccs2)nnc1SCC(=O)Nc1ccccc1
 : 25 | 0 | -7 | 1.3 | 2 | 1.0 | 12 | 1 | 0.5
CC1(C)SCC(C(=O)O)N1C=O (stereo not drawn)
 : 26 | -1 | 0 | -1.1 | -1 | 0.6 | 4 | 2 | 0.7
O=C(CNCC1CCCO1)N1CCN(S(=O)(=O)c2ccc3ccccc3c2)CC1 (stereo not drawn)
 : -9 | 0 | -3 | -0.9 | 0 | -4.0 | 10 | 4 | 0.4
Cc1c(NS(=O)(=O)c2ccc3c(c2)CCN3C(=O)C2CC2)c(=O)n(-c2ccccc2)n1C
 : 9 | 57* | -2 | 0.7 | 1 | 0.3 | . | -8 | 2.3
Cc1c(NC(=O)c2ccccc2N)cccc1C(=O)O
 : -54 | -1 | -9 | 0.5 | -1 | 0.6 | 5 | -6 | -0.6
Cc1ccc(C(=O)Cn2c(N3CCOCC3)nc3c2c(=O)n(C)c(=O)n3C)cc1
 : 9 | -2 | -8 | -0.3 | 1 | -0.2 | 17 | 4 | 1.3
CCn1c2ccc(/C(C)=N\O)cc2c2cc(/C(C)=N\O)ccc21
 : 1 | -2 | -8 | -0.5 | 2 | 0.5 | 12 | 3 | 0.1
CC(C(=O)Nc1ccccc1)N(C)CCOc1ccc(Br)cc1 (stereo not drawn)
 : -57 | -2 | 2 | 0.5 | 18 | 2.1 | 4 | -4 | 1.8
O=Cc1ccc(N2CCCCC2)cc1
 : 7 | -2 | 2 | 0.9 | 27 | -0.8 | 14 | 0 | 2.3
COCCn1c(SCC(=O)c2ccc(Cl)cc2)nnc1C(C)C
 : 24 | 0 | -11 | -0.6 | -2 | -2.4 | 17 | 0 | 0.0
CC(C)(C)c1ccc(C(=O)NN2C(=O)CSC2=S)cc1
 : -26 | 5 | -6 | 1.9 | 8 | -1.1 | 7 | 2 | 0.0
OCCN1CCN(C(=S)Nc2cccc(C(F)(F)F)c2)CC1
 : 7 | 0 | 3 | 1.1 | 26 | 2.1 | 5 | -1 | -0.5
NNC(=O)CNS(=O)(=O)c1ccc([N+](=O)[O-])cc1
 : -17 | 1 | -2 | -0.5 | 11 | -0.2 | 7 | 1 | -0.8
Clc1ccc(Cc2ccc(Cl)nn2)c(Cl)c1
 : 8 | -1 | -2 | 1.1 | 3 | 17 | 7 | 4 | 1.8
O=C(Nc1ccc2c(c1)OCO2)C1CCCN(S(=O)(=O)c2cccs2)C1 (stereo not drawn)
 : -8 | -3 | -4 | -1.7 | 6 | -0.3 | 11 | -7 | 0.1
CC(C)(C)CC(C)(C)N1CNC(=S)NC1
 : -22 | 0 | -1 | 0.8 | 3 | -0.7 | 15 | 0 | 2.9
Cc1nnc(SCc2cnc(-c3ccc(C(C)C)cc3)s2)n1C
 : -11 | -4 | 0 | 0.2 | 3 | -1.1 | 9 | -1 | 8.5
COc1ccc(/C=C2/SC(=O)N(NS(=O)(=O)c3ccccc3)C2=S)cc1OC
 : 13 | -10 | 1 | 0.7 | 6 | 1.3 | 9 | -24 | 1.0
CCOC(=O)CCCCC(=O)c1[nH]c(=O)[nH]c1CSc1nc2ccccc2[nH]1
 : 6 | 2 | -4 | 0.4 | 6 | -5.6 | 11 | -12 | 0.4
CC[C@H](C)[C@H](NC(N)=O)C(=O)NCCc1ccc(Cl)cc1
 : -2 | 0 | -8 | 0.3 | 9 | 3.1 | 7 | 4 | 3.0
Cc1ccc(NC(=O)c2cc3c(s2)CCCC3)cc1S(=O)(=O)Nc1ccccc1Cl
 : -12 | -1 | -43 | -0.1 | 2 | 0.9 | 13 | 5 | 2.0
COc1cc(/C=C(/C#N)c2ccc(F)cc2)ccc1Oc1ccc([N+](=O)[O-])cn1
 : -64 | -1 | 0 | 0.2 | 1 | 1.7 | 7 | 2 | 3.4

From PubChem BioAssay

A portion of the library; rates above refer to the full screens.
